M4 antag = blocks acetylcholine activation of human M4 receptor; CHO-hM4 cells, ACh EC80, Fluo-8 calcium fluorescence; 360,000 compounds, 0.73% hits; P08173; AID 624125; inhibition, % at 3 µM;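 active means inhibition above its plate's cutoff, the mean inhibition of sample wells plus 3 SD, cut at about 27% in these data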;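 further: 0% = acetylcholine EC80 with DMSO and 100% = DMSO without agonist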
Target sequence (P08173 whole entry, looked up): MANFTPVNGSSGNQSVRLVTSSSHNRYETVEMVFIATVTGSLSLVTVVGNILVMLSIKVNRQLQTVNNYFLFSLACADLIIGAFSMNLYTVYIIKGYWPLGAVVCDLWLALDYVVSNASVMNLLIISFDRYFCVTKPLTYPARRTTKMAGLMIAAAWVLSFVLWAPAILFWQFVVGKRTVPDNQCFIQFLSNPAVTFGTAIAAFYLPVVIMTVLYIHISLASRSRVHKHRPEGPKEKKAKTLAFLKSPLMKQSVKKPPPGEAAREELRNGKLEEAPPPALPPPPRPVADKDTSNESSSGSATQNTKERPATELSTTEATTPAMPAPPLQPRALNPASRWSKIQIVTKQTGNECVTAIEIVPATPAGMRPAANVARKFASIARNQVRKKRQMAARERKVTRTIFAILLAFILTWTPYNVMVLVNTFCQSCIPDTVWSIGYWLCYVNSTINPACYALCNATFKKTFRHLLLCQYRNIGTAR
M5 PAM = CHRM5 positive allosteric modulation; CHO-K1 hM5, Fluo-8 calcium, ACh EC20 PAM; 0% = ACh EC20, 100% = ACh EC100; activation, % at 3 µM; 360,000 compounds, 0.3% hits; P08912;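 active means activation above the run cutoff, the mean activation of all test compounds plus 3 SD, cut at about 18% in these data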
Target sequence (P08912 whole entry, looked up): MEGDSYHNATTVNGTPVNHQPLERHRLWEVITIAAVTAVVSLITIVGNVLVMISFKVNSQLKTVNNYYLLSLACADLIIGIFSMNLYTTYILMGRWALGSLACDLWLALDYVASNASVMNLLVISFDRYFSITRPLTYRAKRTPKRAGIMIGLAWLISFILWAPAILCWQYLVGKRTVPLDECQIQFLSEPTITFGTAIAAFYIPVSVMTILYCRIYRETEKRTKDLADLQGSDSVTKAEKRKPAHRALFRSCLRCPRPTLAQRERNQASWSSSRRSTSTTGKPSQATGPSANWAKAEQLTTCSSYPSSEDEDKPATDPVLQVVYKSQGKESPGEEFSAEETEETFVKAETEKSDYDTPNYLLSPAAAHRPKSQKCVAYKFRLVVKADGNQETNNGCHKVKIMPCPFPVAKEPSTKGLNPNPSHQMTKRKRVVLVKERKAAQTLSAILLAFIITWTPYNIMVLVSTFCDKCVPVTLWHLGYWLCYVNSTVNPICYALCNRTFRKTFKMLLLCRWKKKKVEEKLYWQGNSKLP
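Probe or stimulus: acetylcholine, EC20 level; Assay system: human M5 receptor in CHO-K1 cells; Schedule: compound preincubation 140 s before EC20 acetylcholine addition; Technique: intracellular calcium via Fluo-8 fluorescence; Dosing: single-point, 3 µM nominal; Read-out basis: percent activation from peak-over-basal fluorescence ratio, scaled EC20-to-EC100 acetylcholine; Repeats: one well per compound, no replicates.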
M4 ag = agonists of human muscarinic M4 receptor (CHRM4); CHO-K1 hM4/Gqi5, Fluo-8 calcium fluorescence; vehicle 0%, full acetylcholine response 100%; P08173; 360,000 compounds, 0.14% hits; activation, % at 3 µM;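 active means activation above the run mean over all test wells plus 3 SD, cut at about 32% in these data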;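 further: peak over basal fluorescence ratio per well then scaled between controls; 0% = DMSO wells and 100% = acetylcholine at EC100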
M1 ag parental = M1 agonist counterscreen hit in parental CHO-K1 cells. Fluo-8 calcium fluorescence; scaled to maximal ATP response, vehicle zero. activation, % at 3 µM. 360,000 compounds, 0.48% hits. AID 602248; in the data active means activation above about 15%;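 further: untransfected CHO-K1 host cells lacking M1 receptor as counterscreen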
M1 PAM parental = nonselective activator or artifact in parental CHO-K1 calcium assay; ATP EC20, Fluo-8 calcium fluorescence; 0% at ATP EC20, 100% at ATP max; activation, % at 3 µM; 360,000 compounds, 0.02% hits; AID 602247;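 active means activation above the run cutoff, the mean activation of all test compounds plus 3 SD, cut at about 40% in these data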;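 further: peak over basal fluorescence ratio in a 140 s read after ATP addition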
CHRM4 PAM = CHRM4 positive allosteric modulation | 360,000 compounds, 0.4% hits | CHO-K1 hM4/Gqi5, Fluo-8 calcium fluorescence, ACh EC20; 0% = ACh EC20, 100% = maximal ACh | activation, % at 3 µM;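 active means activation above its plate's cutoff, the mean activation of sample wells plus 3 SD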; further: some results filed as inactive read as strong as hits
CHO-K1 Ca antag = counter-screen for M1 antagonists: effect in parental CHO-K1 cells | ATP-induced calcium, Fluo-8 fluorescence | inhibition, % at 3 µM | 360,000 compounds, 0.6% hits | AID 602250;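 active means inhibition above a per-plate cutoff, the plate's mean sample inhibition plus 3 SD, cut at about 24% in these data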;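 further: 0% = DMSO plus EC80 ATP and 100% = DMSO alone without ATP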
M5 ag = agonists of human muscarinic M5 receptor (CHRM5); P08912; CHO-K1 hM5 cells, Fluo-8 calcium fluorescence; 0% DMSO wells, 100% maximal acetylcholine response; activation, % at 3 µM; 360,000 compounds, 0.19% hits;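 active means activation above the run's mean over test compounds plus 3 SD, cut at about 23% in these data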;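 further: signal is peak over basal fluorescence ratio across the kinetic read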
M5 antag = blocks acetylcholine activation of human M5 receptor; P08912; CHO-hM5 cells, Fluo-8 calcium fluorescence, ACh EC80; inhibition, % at 3 µM; 360,000 compounds, 0.59% hits; AID 624040;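 active means inhibition above a per-plate cutoff, the mean of that plate's test compounds plus 3 SD, cut at about 27% in these data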;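 further: 0% = acetylcholine EC80 with DMSO and 100% = DMSO without agonist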
* hit, by the source's call; x = no result given.

SMILES	M4 antag	M5 PAM	M4 ag	M1 ag parental	M1 PAM parental	CHRM4 PAM	CHO-K1 Ca antag	M5 ag	M5 antag
O=C(c1ccncc1)N1CCN(S(=O)(=O)c2cccc(Cl)c2)CC1	3	-2	1	0.9	8	-3	-2	2	9
Cc1cccc(OCC(=O)NNC(=O)CCCCC(=O)NNC(=O)COc2cccc(C)c2)c1	0	5	1	0.6	-7	-1	-6	-2	-7
COc1ccc(S(=O)(=O)NC2CC(=O)N(c3ccc(C)c(C)c3)C2)cc1 (configuration not stated)	-15	-14	10	7.7	8	3	-3	5	6
COc1ccc(O)c(/C=N/NC(=O)c2cccc(N3CCCC3=O)c2)c1	4	1	2	0.9	-7	-3	-1	1	-7
CCCc1ccc(S(=O)(=O)N/N=C\c2ccc3c(c2)OCO3)cc1	2	-1	2	0.1	-30	3	8	-2	1
O=C(COC(=O)c1ccco1)NCc1ccc(Cl)cc1	4	2	0	0.3	-10	4	8	0	-2
O=C(Nc1cccc(-n2cnnn2)c1)c1ccc(C(F)(F)F)cc1	-2	-5	8	4.1	-4	-4	-4	1	5
COc1ccc(OC)c(NC(=O)CCNC(=O)Cn2ccc3ccccc3c2=O)c1	-4	0	2	0.6	4	-4	-6	-1	-4
Cc1ccc(S(=O)(=O)NC(c2ccccc2)C(C)C(=O)n2nc(C)cc2C)cc1 (configuration not stated)	-6	-2	1	1.0	22	-4	-10	-11	-11
N#CC1C(=O)c2ccccc2C1c1ccccc1 (configuration not stated)	59*	-39	5	2.1	-16	-10	20	-8	29*
CCN1CCN(c2ncc(C(=O)N3CCN(c4ccccc4OC)CC3)c3ccccc23)CC1	5	7	1	-0.2	12	-7	-3	-6	2
S=C(Nc1ccc(Cl)cc1)NC1CC2CCC(C1)N2Cc1ccccc1 (configuration not stated)	6	-4	17	4.8	-3	-10	11	1	12
O=C(CN(CC1CCCO1)S(=O)(=O)c1ccc(S(=O)(=O)NCC2CCCO2)cc1)Nc1ccccc1 (configuration not stated)	-7	4	3	1.6	-1	0	-14	1	-5
COc1ccccc1/C=C/C(=O)OCC(=O)c1cc(C)n(C)c1C	5	5	2	0.4	-10	1	-12	-1	7
COc1ccc(CNC(=O)CN(Cc2ccco2)C(=O)CNS(=O)(=O)c2ccc(F)cc2)cc1	-8	-6	2	2.2	13	-2	-15	-2	14
Cc1ccc(S(=O)(=O)c2cn(Cc3ccc(F)cc3)c3cc4c(cc3c2=O)OCO4)cc1	10	-3	1	0.7	15	1	-3	-1	8
COc1ccc(C(=O)Nc2cc(=O)n(C)c(=O)n2C)cc1	-2	-5	1	-0.4	2	-8	4	-2	-4
c1ccc(Cc2c(-c3ccccc3)nc3c4ccccc4ccn23)cc1	-33	4	-1	0.2	14	3	-14	-3	-20
CC(CCc1ccccc1)NC(=O)COC(=O)c1cccn1C (configuration not stated)	6	18	1	0.8	9	-1	-3	0	-14
O=S(=O)(c1ccc(=S)[nH]c1)N1CCN(Cc2ccccc2)CC1	-1	-5	2	0.3	7	12	-11	-2	9
O=C(O)CN1C(=O)/C(=C\c2cc(Br)ccc2OCc2ccc([N+](=O)[O-])cc2)SC1=S	-15	1	0	-0.1	-5	4	-3	-5	-6
Cc1cc([N+](=O)[O-])nn1Cc1noc(C(=O)NCc2ccc3c(c2)OCO3)n1	12	3	2	3.3	-25	1	-13	-2	4
CCOC(=O)C1=C(C)N(C)C(=S)NC1c1ccccc1 (configuration not stated)	-2	3	-1	4.4	6	20	-2	-2	-1
CC1CCc2cc(F)ccc2N1C(=O)c1cccnc1 (configuration not stated)	-9	2	1	0.9	13	1	-3	0	5
O=C(NC1CCCCCCC1)c1cc([N+](=O)[O-])ccc1Cl	6	-3	1	0.7	4	-7	-4	-2	6
COc1cc(/C=N/NC(=O)c2cncc(Br)c2)cc([N+](=O)[O-])c1O	3	6	0	0.2	13	-8	-2	-3	0
COc1cc(C2CC(=O)Oc3cc(OC)c(OC)c(OC)c32)cc(OC)c1OC (configuration not stated)	-1	-2	0	-0.1	-9	4	19	1	3
O=C(CCNS(=O)(=O)c1ccc(Br)s1)N1CCCCC1	-1	5	1	3.5	17	4	-1	-4	-5
C=CCNC(=O)/C=C/c1c(F)cccc1Cl	0	4	0	-0.2	23	4	-3	1	-12
O=C(O)CCC(CNS(=O)(=O)c1ccccc1)C(F)(F)F (configuration not stated)	-1	-3	0	0.2	2	2	4	-3	6
COC(=O)CCCCCN1C(=O)/C(=C\c2ccncc2)SC1=S	-10	-20	11	9.3	0	-4	-7	8	3
CCOC(=O)[C@]12CCC=C1N(Cc1ccccc1)C(=O)[C@H](CC(=O)NCCCCc1ccccc1)C2	2	-2	-2	-0.2	-1	1	-13	-2	-1
CC(O)c1nc2cc([N+](=O)[O-])ccc2n1Cc1ccccc1 (configuration not stated)	1	-1	3	1.1	-12	-4	0	4	7
Cc1cccc(C)c1NC(=O)C1(C)CN(S(C)(=O)=O)CC(=O)N1Cc1ccc2c(c1)OCO2 (configuration not stated)	-13	-5	8	x	x	8	x	-1	5
COc1ccc(C(=O)NC2CCN(Cc3c(F)cccc3Cl)CC2)cc1OC	-24	3	2	0.9	3	-2	-18	-3	-4
CN(Cc1ccccc1)c1ccc(C(=O)O)cc1[N+](=O)[O-]	3	4	0	1.4	15	0	1	0	1
CC1CCCCC1NC(=O)C1Cc2ccccc2CN1S(C)(=O)=O (configuration not stated)	-8	3	1	0.0	10	12	-6	-1	-8
COCc1c(C(=O)N/N=C(/C)c2ccccc2)nnn1-c1nonc1N	-1	4	1	0.2	-18	-4	6	5	-6
COc1ccc(OC)c(NC(=O)CSc2nnnn2C)c1	-11	5	0	0.2	6	5	-8	-1	0
CC(=O)Oc1ccc(NC(=O)Cc2ccccc2)c(C(=O)O)c1	-15	-5	1	0.3	8	4	-8	-7	7

A second format for part of the listing above.
The line under a structure holds: M4 antag, M5 PAM, M4 ag, M1 ag parental, M1 PAM parental, CHRM4 PAM, CHO-K1 Ca antag, M5 ag, M5 antag
- COc1ccc(C(=O)NC2CCN(Cc3c(F)cccc3Cl)CC2)cc1OC
  -24, 3, 2, 0.9, 3, -2, -18, -3, -4
- CN(Cc1ccccc1)c1ccc(C(=O)O)cc1[N+](=O)[O-]
  3, 4, 0, 1.4, 15, 0, 1, 0, 1
- CC1CCCCC1NC(=O)C1Cc2ccccc2CN1S(C)(=O)=O (configuration not stated)
  -8, 3, 1, 0.0, 10, 12, -6, -1, -8
- COCc1c(C(=O)N/N=C(/C)c2ccccc2)nnn1-c1nonc1N
  -1, 4, 1, 0.2, -18, -4, 6, 5, -6

The results go on:
SMILES	M4 antag	M5 PAM	M4 ag	M1 ag parental	M1 PAM parental	CHRM4 PAM	CHO-K1 Ca antag	M5 ag	M5 antag
CC(=O)Nc1nc2ccccc2n1Cc1ccccc1Cl	-3	0	1	0.7	0	-12	-5	0	9
CC(NC(=O)c1ccc(F)cc1)c1nc2ccccc2n1Cc1ccccc1F (configuration not stated)	7	-2	-2	0.5	-1	-1	-7	-3	0
O=C(O)COc1ccc2c(c1)OCCO2	3	2	2	0.6	17	15	-5	2	1
COc1cccc(CNS(=O)(=O)c2c(C)[nH]c(C)c2C(=O)N2CCCC2)c1	-18	1	-1	-0.5	6	2	-23	-4	-7
O=C(Nc1nnc(SCC(=O)N2CCCc3ccccc32)s1)c1cccc2ccccc12	0	-2	1	0.2	-1	4	-1	0	-8
COc1ccc(C2CC(c3cc(Br)ccc3F)n3nnnc3N2)cc1 (configuration not stated)	3	-4	4	0.6	14	-6	-5	-2	-4
O=C(Cn1c(COc2ccc(Cl)cc2)nc2ccccc21)NCC(F)(F)F	-5	0	2	1.8	13	8	-14	-1	1
CCN(CC)CCNC(=O)c1ccc2c(=O)n(C3CCCC3)c(=S)[nH]c2c1	27*	-3	2	2.9	23	-27	-5	-8	1
CCn1c(O)c(/C=C2\C=Nc3ccccc32)sc1=O	-6	-6	3	2.3	23	0	-10	-3	8
COc1ccc(-c2cc3c(=O)n(CC(=O)NCc4ccc(C)cc4)ncn3n2)cc1	-20	-2	1	-0.3	-7	0	14	1	-3

Reformatted as labelled records: four of the compounds above.
COc1cccc(CNS(=O)(=O)c2c(C)[nH]c(C)c2C(=O)N2CCCC2)c1
  M4 antag: -18
  M5 PAM: 1
  M4 ag: -1
  M1 ag parental: -0.5
  M1 PAM parental: 6
  CHRM4 PAM: 2
  CHO-K1 Ca antag: -23
  M5 ag: -4
  M5 antag: -7

O=C(Nc1nnc(SCC(=O)N2CCCc3ccccc32)s1)c1cccc2ccccc12
  M4 antag: 0
  M5 PAM: -2
  M4 ag: 1
  M1 ag parental: 0.2
  M1 PAM parental: -1
  CHRM4 PAM: 4
  CHO-K1 Ca antag: -1
  M5 ag: 0
  M5 antag: -8

COc1ccc(C2CC(c3cc(Br)ccc3F)n3nnnc3N2)cc1 (configuration not stated)
  M4 antag: 3
  M5 PAM: -4
  M4 ag: 4
  M1 ag parental: 0.6
  M1 PAM parental: 14
  CHRM4 PAM: -6
  CHO-K1 Ca antag: -5
  M5 ag: -2
  M5 antag: -4

O=C(Cn1c(COc2ccc(Cl)cc2)nc2ccccc21)NCC(F)(F)F
  M4 antag: -5
  M5 PAM: 0
  M4 ag: 2
  M1 ag parental: 1.8
  M1 PAM parental: 13
  CHRM4 PAM: 8
  CHO-K1 Ca antag: -14
  M5 ag: -1
  M5 antag: 1

Further results follow.
SMILES	M4 antag	M5 PAM	M4 ag	M1 ag parental	M1 PAM parental	CHRM4 PAM	CHO-K1 Ca antag	M5 ag	M5 antag
COCCNC(=O)Cn1cc2c(n1)CCC(C)C2 (configuration not stated)	-4	-3	0	-0.4	12	9	-8	1	3
COc1ccc(-c2nc(-c3cccc([N+](=O)[O-])c3O)cc(=O)o2)cc1OC	0	3	0	0.8	17	2	-6	-2	-3
COc1ccc(OC)c(CNC(=O)CCC(=O)N2Cc3ccccc3Oc3ncccc32)c1	-2	-3	1	1.3	6	-1	-9	-1	3
COC(=O)C(CCC(C(=O)OC)N1C(=O)c2ccccc2C1=O)N1C(=O)c2ccccc2C1=O (configuration not stated)	0	-4	1	0.4	18	4	-11	-2	3
CCCOC(=O)CSC1=C(C#N)C(c2ccccc2OCC)C(C#N)C(=O)N1 (configuration not stated)	-1	0	-1	-0.8	-2	6	5	0	2
Cn1nnnc1SCCNCc1ccccc1OCc1ccccc1	8	-1	2	0.8	4	-8	-4	-4	2
FC(F)Sc1ccc(NC(=S)N2CCN(c3ccccn3)CC2)cc1	6	-11	20	14	-16	-16	18	9	2
COc1cc(NC(=O)c2ccnc(N)c2)cc(C(=O)Nc2cccc(C(F)(F)F)c2)c1	3	-5	4	0.2	13	1	-14	1	8
CN1CCC(N(C)S(=O)(=O)c2ccc(C(C)(C)C)cc2)CC1	-1	0	1	0.5	14	-3	-2	-3	10
O=C(Nc1cnn(Cc2ccc(Cl)cc2)c1)c1cccs1	-13	2	5	4.8	13	-12	-6	-5	-2
COc1ccc(F)cc1C(=O)C1CCCN(Cc2ccc3c(c2)OCCO3)C1 (configuration not stated)	3	-4	1	-0.3	9	-9	1	-8	3
Clc1ccc2nc(-c3cccc(SC4CCCCC4)c3)c(NCc3ccccc3)n2c1	-1	-3	0	0.4	-8	-2	-4	-1	12
O=C(COC(=O)C1CCCN1C(=O)c1cccs1)c1ccccc1 (configuration not stated)	-4	-3	1	0.6	23	15	-11	0	-1
CC1CN(CCc2ccccc2)C(C)C/C1=N/O (configuration not stated)	10	-18	13	3.8	1	-19	-16	-5	15

Screens (PubChem)
